NPC1 promoter act: activators of NPC1 promoter. hit rate 2.4% among 320,000. AID 485313. Huh7 NPC1 promoter luciferase reporter, 24 h. Potency, µM (top dose mostly 9.22 µM), for the others: at the top dose activation, most hits filed as activators;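 also: % of control where 0% means no effect; nearly all actives have a fitted effect of over 60% in size; reporter is driven by a mutant NPC1 promoter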
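Stable NPC1-promoter luciferase Huh7 line; cpd (DMSO) 24 h, 37 °C, 5% CO2; Amplite luciferase reagent 10 min RT; luminescence readout. qHTS format.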
MBNL1 CUG block: blocks human MBNL1 binding to CUG repeat RNA | Potency, µM (top dose mostly 57.5 µM), for the others: at the highest dose activity change, negative = inhibition, actives largely listed as inhibitors | AID 2675 | TR-FRET MBNL1-His/biotin-(CUG)12 binding, 665/545 ratio | hit rate 0.036% among 280,000; active = well fitted inhibition curve with a large enough effect in the signal ratio, with a control signal flat, not every such curve was filed as active; inconclusive = small, poorly fitted or top-dose-only effect, or effect the other way, or a change in a side signal; inactive = no such curve, though single readings can be large or run the other way; the % refers to the signal ratio; also: % is scaled to controls: 0 for no effect and ±100 for the full control effect
Target sequence (Q9NR56 whole entry, looked up): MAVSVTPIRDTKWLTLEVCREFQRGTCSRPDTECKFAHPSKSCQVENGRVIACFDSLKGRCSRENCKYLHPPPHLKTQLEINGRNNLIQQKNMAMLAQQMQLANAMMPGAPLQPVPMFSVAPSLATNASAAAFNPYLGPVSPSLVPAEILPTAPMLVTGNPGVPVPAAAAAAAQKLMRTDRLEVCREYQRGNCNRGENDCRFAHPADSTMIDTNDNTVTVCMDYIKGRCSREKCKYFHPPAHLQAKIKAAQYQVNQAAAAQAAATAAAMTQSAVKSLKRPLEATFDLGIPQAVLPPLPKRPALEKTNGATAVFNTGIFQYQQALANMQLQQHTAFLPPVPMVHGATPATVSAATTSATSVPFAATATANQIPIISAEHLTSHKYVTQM
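Ratiometric TR-FRET (665 over 545 nm, excitation 340 nm) tracks disruption of MBNL1-His/biotin-(CUG)12 complex after 60 min at room temperature, with compounds at 92 nM to 58 uM final.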
p53 reactivator: re-activators of mutant p53; H1299 p53-A138V BP100-luciferase reporter, luminescence, 24 h; Potency, µM (doses to about 92.2 µM), without a hit: at the highest dose activity change, positive = activation, usual class: activators; hit rate 0.063% among 320,000; AID 504706; also: % of control where 0% means no effect; nearly all actives have a fitted effect of over 45% in size
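p53-null H1299 cells stably carrying temperature-sensitive p53-A138V and a BP100-luciferase reporter were pinned with compounds (4-point, 1:5 series) and held 24 hrs at 37 deg C. Luminescence was read 10 min after detection reagent.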
ELG1 genotox: induces genotoxicity in HEK293T cells with luciferase-tagged ELG1 | HEK293T ELG1-luciferase reporter, luminescence, 16 h | Potency, µM (titrated, usually from 46 µM), inactives show at the top dose activity change, positive = activation, usual class: activators | hit rate 1.3% among 330,000; also: % of control where 0% means no effect; nearly all actives have a fitted effect of over 60% in size
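Luminescence read-out: rising ELG1-luciferase signal, reflecting elevated ELG1 protein under genetic stress, flags genotoxic compounds. Cells were treated for 16 hr at 37 °C before ONE-Glo detection.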
FLuc modulator: inhibits or activates purified firefly luciferase, miR-21 counter-screen | AID 588342 | hit rate 6.9% among 360,000 | Potency, µM (series often up to 57.5 µM), inactives show at the highest dose activity change, negative = inhibition, actives largely listed as inhibitors | purified FLuc, Km substrates, luminescence inhibition | P08659;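 also: plate controls were vehicle for no effect and reference inhibitor for full effect; nearly all actives have a fitted effect of over 55% in size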
Target sequence (P08659 whole entry, looked up): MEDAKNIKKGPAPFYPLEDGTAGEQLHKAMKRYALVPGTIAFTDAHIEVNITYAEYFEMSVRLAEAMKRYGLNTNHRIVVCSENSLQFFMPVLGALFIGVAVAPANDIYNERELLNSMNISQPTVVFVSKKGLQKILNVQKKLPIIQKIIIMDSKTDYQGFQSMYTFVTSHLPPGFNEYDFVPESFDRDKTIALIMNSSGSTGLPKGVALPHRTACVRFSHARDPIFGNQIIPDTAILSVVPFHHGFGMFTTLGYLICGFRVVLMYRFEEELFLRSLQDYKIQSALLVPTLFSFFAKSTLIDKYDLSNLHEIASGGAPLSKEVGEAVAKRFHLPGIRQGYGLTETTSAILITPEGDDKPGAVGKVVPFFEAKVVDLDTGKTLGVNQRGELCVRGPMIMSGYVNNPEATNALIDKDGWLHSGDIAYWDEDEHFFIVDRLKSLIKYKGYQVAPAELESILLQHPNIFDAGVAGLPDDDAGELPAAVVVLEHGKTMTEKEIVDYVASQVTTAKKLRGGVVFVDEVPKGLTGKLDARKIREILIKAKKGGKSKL
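Biochemical qHTS of compounds, final roughly 60 µM downward over six points, against 10 nM purified firefly luciferase using Km concentrations of substrates (10 uM D-luciferin, 10 uM ATP) in Tris acetate pH 7.5 buffer; luminescence output.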
Rab9 promoter act: activators of Rab9 promoter; Huh7 Rab9 promoter-luciferase reporter, luminescence, 24 h; hit rate 2.8% among 320,000; AID 485297; Potency, µM (doses to about 9.22 µM), for the others: at the top dose activation, negative = inhibition, most hits filed as activators; also: % of control where 0% means no effect; nearly all actives have a fitted effect of over 60% in size
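Huh7 cells stably carrying a Rab9 promoter-luciferase reporter, 1500 cells per well in OP-MEM I with 10% FBS, treated with compound 24 hours at 37C. Luciferase activity read by luminescence after 10 minutes with Amplite reagent.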
VP16 counter: counter-screen for ROR gamma inhibitors: Gal4-VP16 reporter | Drosophila S2 Gal4-VP16 UAS-luciferase, luminescence, 20 h | Potency, µM (titrated, usually from 53.6 µM), for the others: at the highest dose activity, negative = inhibition, actives largely listed as inhibitors | hit rate 3.5% among 310,000 | AID 2546;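 also: Gal4-VP16 expression switched on by copper sulfate through the metallothionein promoter; % is scaled to controls: 0 for no effect and ±100 for the full control effect; nearly all actives have a fitted effect of over 50% in size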
CXXC DNA block: blocks binding of human MLL CXXC domain to DNA; MLL-CXXC / FITC-HOXA9 DNA fluorescence polarization; Potency, µM (series often up to 115 µM), inactives show top-dose activity change, negative = inhibition, hits mostly inhibitors; hit rate 0.037% among 290,000; AID 2662; active = well fitted inhibition curve with a large enough effect in the polarisation, with a control signal flat, not every such curve was filed as active; inconclusive = small, poorly fitted or top-dose-only effect, or effect the other way, or a change in a side signal; inactive = no such curve, though single readings can be large or run the other way; the % refers to the polarisation
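Fluorescence polarization: 7 uM MLL-CXXC (stock) preincubated 5 min with compounds, then 50 nM fluorescein-HOX-A9 DNA (stock) added; 30 min ambient. Buffer 50 mM Tris-HCl pH 7.5, 50 mM NaCl, 1 mM DTT, 0.05% BSA.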
BRCA1 expr act: increases BRCA1 expression. Potency, µM (series often up to 46.1 µM), without a hit: at the top dose activation, most hits filed as activators. AID 624202. hit rate 1.1% among 380,000. MCF7-BRCA1-FFLuc reporter, luminescence, 48 h; response scale: scaled: vehicle 0%, 10 µM genistein 100%; also: nearly all actives have a fitted effect of over 80% in size; some results filed as inactive show a strong effect at the top dose
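First, MCF7-BRCA1-FFLuc cells (2000/well) attach for 2 h; next, compounds are pin-added and incubated 48 h at 37 °C; finally, luciferase reagent is added and luminescence read after 15 min.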
uPA generation: inhibitors of cell surface uPA generation; cell surface uPA generation assay, qHTS; Potency, µM (series often up to 38.3 µM), without a hit: top-dose activity change, negative = inhibition, most hits filed as inhibitors; hit rate 0.31% among 330,000; AID 540303; active = well fitted inhibition curve with a large enough effect; inconclusive = small, poorly fitted or top-dose-only effect; inactive = no such curve, though single readings can be large or run the other way; tested in mouse RAW 264.7 cells; also: % is scaled to controls: 0 for no effect and ±100 for the full control effect; nearly all actives have a fitted effect of over 55% in size
RORg inh: ROR gamma (mouse) transcription inhibition; AID 2551; Potency, µM (series often up to 53.6 µM), for inactives: at the highest dose activity change, negative = inhibition, hits mostly inhibitors; Drosophila S2 Gal4-RORgamma UAS-luciferase reporter, 20 h; hit rate 5.4% among 310,000; P51450; also: % is scaled to controls: 0 for no effect and ±100 for the full control effect; nearly all actives have a fitted effect of over 60% in size
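A Gal4/UAS one-hybrid system in insect cells: metallothionein-promoter Gal4–ROR gamma fusion plus Photinus luciferase reporter. Copper sulfate 700 uM final, 20 hr ambient incubation, luminescent detection after 10 min with reagent.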
* = called active by the depositor; ? = inconclusive; · = no result given; & = joins results of further samples; [ ] = another dose, or the depositor's remark. Unless noted, calls follow the shape of the dose curve; as a rule, active = well fitted curve in the direction sought with a large enough effect; inconclusive = small, poorly fitted or top-dose-only effect, or another doubt; inactive = no such curve, though single readings can be large; an effect the other way counts as inactive or inconclusive. Potency is read from the fitted curve at half-maximal effect.

SMILES | NPC1 promoter act | MBNL1 CUG block | p53 reactivator | ELG1 genotox | FLuc modulator | Rab9 promoter act | VP16 counter | CXXC DNA block | BRCA1 expr act | uPA generation | RORg inh
CCOC(=O)c1c(NC(=O)COC(=O)c2ncc(Cl)c(Cl)c2Cl)sc(C(=O)N(C)C)c1C | 0% | · | 12% | 0% | 1% | 19% | · | · | -1% | -11% | ·
C/C(=N/NC(=O)c1cn(-c2cccc(C)n2)cn1)c1ccc(C)cc1 | 6% | -7% | 1% | -3% | -15% | 2% | -10% | -13% | -3% | 3% | 2%
O=C(NCC1CCCO1)c1cc2c(s1)CS(=O)(=O)C2 (stereo not given) | -1% | -2% | -2% | -5% | 10% | -3% | -13% | 2% | -14% | 3% | 32%
COc1cc(C(=O)NCc2cccc3ccccc23)cc(Cl)c1OC | -9% | -2% | -7% | -3% | 4% | 2% | -1% | 13% | -31% | 4% | ?
COc1ccc(Cl)cc1S(=O)(=O)Nc1ncn[nH]1 | 1% | 0% | 11% | 1% | 1% | -1% | -9% | -7% | -5% | 3% | -23%
CNc1nc(C)cc(C)c1S(=O)(=O)c1ccc(Cl)cc1 | -1% | -5% | -4% | -2% | -3% | -1% | -11% | 1% | 13% | -1% | ?
COc1ccc(-c2cc(-c3n[nH]c(=S)n3-c3cc(OC)ccc3OC)[nH]n2)cc1 | 0% | -12% | 2% | ? | ? | 0% | -3% | 6% | -23% | -3% | ?
CCOC(=O)C1CCCN(S(=O)(=O)c2ccc(S(=O)(=O)N(CC)CC)cc2)C1 (stereo not given) | -30%[inhibitor] | -2% | -1% | 1% | -1% | -38%[inhibitor] | 4.5µM* | 9% | -10% | ? | 6.3µM*
CCN(C(=O)COC(=O)/C=C/c1cccc([N+](=O)[O-])c1)c1ccccc1 | 1% | ? | 8% | 1% | -1% | -3% | -8% | 17% | -14% | 5% | 1%
Cc1ccc2oc(C(=O)N(C)CCC(O)c3ccccc3)c(C)c2c1 (stereo not given) | 4% | -4% | ? | 3% | ? | -3% | 26% | -3% | -20% | -1% | 22%
COc1ccc(-n2cnnc2SCC(=O)N2CCN(c3ccccc3)CC2)cc1 | -3% | -7% | -4% | -13% | -3% | -2% | 3% | 1% | 11% | 0% | 25%
CCCC12CN3CC(C)(CN(C1)C3c1cccs1)C2=O (stereo not given) | -1% | · | 8% | -1% | -1% | -1% | -1% | 4% | -4% | 11% | -16%
COc1cc(NC(=S)N2CCN(S(=O)(=O)c3ccccc3)CC2)cc(OC)c1 | 2% | 5% | -8% | 6% | -2% | -4% | -5% | 11% | -22% | -4% | -41%
O=C(CNC(=O)C1CCCCC1)OCC(=O)c1ccc(F)cc1 | 8% | · | 0% | 0% | 0% | -10% | · | · | 2%&-6% | 8% | ·
CCOC(=O)n1c(=O)oc2cc(S(=O)(=O)N3CCCCC3)ccc21 | -9% | -2% | 2% | -2% | 1% | 1% | 1% | 51%[activator] | -29% | · | ?
CCCCN(C(=O)c1ccc2c(c1)NC(=O)CS2)c1ccccc1 | -6% | · | -7% | 0% | -7% | -4% | · | · | -14% | -32% | ·
CCCC(=O)NC(=S)Nc1ccc(C(C)=O)cc1 | ? | · | ? | ? | ? | ? | ? | 0% | 37% | -3% | 16µM*
COc1ccc(S(=O)(=O)N2CCN(C(=O)c3cc(-c4ccc(Br)cc4)n[nH]3)CC2)cc1OC | -15% | -3% | -9% | -6%[9.26 µM] | 3%&-6% | -9% | 13µM* | 3% | -14% | -16% | ?
COc1ccc(-c2cc(C(=O)N(C)CCc3ccc(OC)c(OC)c3)c3ccccc3n2)cc1 | -3% | -5% | 7% | -8% | 0% | 16% | -9% | -2% | -9% | -5% | 5µM*
Cc1ccc(S(=O)(=O)N(Cc2ccccc2)C(C)C)cc1 | -5% | 4% | -10% | -6% | 2% | -2% | -21% | 1% | -24% | ? | 36%
CCN(CC)S(=O)(=O)c1ccc(C)c(NC(=O)COc2ccc3c(C)cc(=O)oc3c2)c1 | 0% | 9% | -6% | -1% | -15% | 1% | -5% | -2% | -39% | 4% | 31%
CC1(C)CC(=O)C(C2C3=C(CC(C)(C)CC3=O)Oc3ccccc32)=C(O)C1 (stereo not given) | 0% | 11% | 11% | -5% | 0% | -10% | 13% | -9% | -16% | 3% | 25%
N#C/C(=C1/CCCN1)c1ccccn1 | -1% | -2% | 0% | -2% | 1% | -3% | 17% | 13% | 8% | · | -13%
COc1ccccc1NS(=O)(=O)c1cc(C(=O)NCC2CCCO2)ccc1C (stereo not given) | -6% | · | 2% | -1% | -3% | -3% | · | · | -15% | 6% | ·
CC(=O)c1ccc(NC(=O)C2C3C=CC(C3=C(c3ccccc3)c3ccccc3)C2C(=O)O)cc1 (stereo not given) | -2% | -18% | 1% | -3% | ? | 4% | -7% | 8% | -11% | 2% | 28%
O=C(NCc1cccc(Cl)c1)c1cccc(S(=O)(=O)N2CCCC2)c1 | 5% | · | -10% | -7% | -1% | -5% | · | · | -4% | -5% | ·
O=C(CN1C(=O)c2ccccc2S1(=O)=O)NC(Nc1ccccc1F)C(Cl)(Cl)Cl (stereo not given) | -1% | 0% | 4% | -1% | 1% | -4% | -1% | 10% | -18% | 1% | 25%
CCc1ccccc1N(C(=O)c1ccco1)C(C(=O)NC1CCCC1)c1cccnc1 (stereo not given) | -1% | -2% | -5% | 0% | 1% | 11% | 3% | 0% | -3% | 1% | 2%
CCN(CC)CCCN(c1ccccc1)C1Cc2ccccc2C1 | -14%[46.1 µM] | · | · | · | · | -25%[46.1 µM] | -21% | 8% | · | · | -42%
NC(=O)CC(NC(=O)Cc1cccc2ccccc12)c1ccc(N2CCCCCC2)c([N+](=O)[O-])c1 (stereo not given) | 2% | 14% | 3% | -3% | 1% | -4% | -1% | 9% | -22% | -9% | 13%
O=C(O)C1C2CCC(O2)C1C(=O)Nc1ccc(Cl)cc1F (stereo not given) | -3% | -12% | ? | 8% | 2% | 5% | 1% | -7% | 19% | -7% | -16%
Cc1cc(C)n(CC(C)(O)c2ccccc2)n1 (stereo not given) | 0% | · | 6% | -5% | 0% | -1% | · | · | -10% | -6% | ·
CCN(CC)c1ccc(O)c(C=Nc2ccc(C)c(C)c2)c1 | 26% | 8% | 14% | ? | 3.4µM* | ? | ? | -2% | 14% | -2% | -29%
NC(=O)c1c(/N=C/c2cccnc2)sc2c1CCCC2 | ? | 12% | 12% | ? | ? | 27% | -9% | 6% | 60% | 17% | -12%
O=C(NCCc1ccccc1Cl)C1CCC(=O)N(C2CCCCCC2)C1 (stereo not given) | -2% | 4% | 4% | -1%[9.26 µM] | -1% | 6% | 1% | 3% | -3% | 1% | 2%
O=C(Nc1ccc2c(c1)N(S(=O)(=O)c1cccs1)CCC2)c1c(F)cccc1Cl | -4% | · | -6% | -9% | 2% | -4% | · | · | -63% | -19% | ·
NC(=O)c1ccc(NC(=O)C2COc3ccccc3O2)cc1 (stereo not given) | -2% | -2% | 9% | 10% | 2% | -5% | 27% | 3% | 5% | -1% | 26%
COc1cc(OC)c(NS(=O)(=O)c2c(C)[nH]c(=O)[nH]c2=O)cc1Cl | -3% | -2% | 6% | -1% | 4% | 8% | 0% | ? | 9% | 1% | -18%
O=C(CCn1ccc([N+](=O)[O-])n1)Nc1nccs1 | 0% | 8% | 9% | -3% | -11% | -6% | 0% | -12% | 0% | 4% | 13%
O=C(/C=C/Nc1ccccc1)c1ccc(Oc2ncccn2)cc1 | 1.4µM* | 17% | ? | ? | 2.1µM* | 2.2µM* | -24% | 20% | 3.5µM* | -4% | -32%
CC1(C)CC(=O)c2sc(NC(=O)C3COc4ccccc4O3)nc2C1 (stereo not given) | 25% | ? | 14% | 21µM* | ? | ? | 7% | -9% | ? | -8% | ?
CS(=O)(=O)O/N=C1\CCCCC1c1ccc([N+](=O)[O-])cc1[N+](=O)[O-] (stereo not given) | -2% | ? | -4% | -3% | -3% | -7% | -12% | -11% | 5% | 4% | -20%
O=C(OC1CCOC1=O)c1ccc2ncsc2c1 (stereo not given) | -1% | 28% | 17% | 0% | -3% | -4% | 1% | -2% | 0% | 4% | 29%

Only part of the results is shown (hit frequency here may not be typical).
